# CHRM1 PAM = human M1 muscarinic receptor positive allosteric modulators, primary screen, CHO-K1 cells, Fluo-8 calcium fluorescence, 1536-well. Muscarinic acetylcholine receptor M1 (Homo sapiens), P11229. CHO-K1 hM1, ACh EC20; 0% = ACh EC20, 100% = maximal ACh. activation, % at 3 µM. 0.088% of 360,000 active; in the data active = activation above about 19%, passing the limit was not always enough
# Target sequence (P11229 whole entry, looked up): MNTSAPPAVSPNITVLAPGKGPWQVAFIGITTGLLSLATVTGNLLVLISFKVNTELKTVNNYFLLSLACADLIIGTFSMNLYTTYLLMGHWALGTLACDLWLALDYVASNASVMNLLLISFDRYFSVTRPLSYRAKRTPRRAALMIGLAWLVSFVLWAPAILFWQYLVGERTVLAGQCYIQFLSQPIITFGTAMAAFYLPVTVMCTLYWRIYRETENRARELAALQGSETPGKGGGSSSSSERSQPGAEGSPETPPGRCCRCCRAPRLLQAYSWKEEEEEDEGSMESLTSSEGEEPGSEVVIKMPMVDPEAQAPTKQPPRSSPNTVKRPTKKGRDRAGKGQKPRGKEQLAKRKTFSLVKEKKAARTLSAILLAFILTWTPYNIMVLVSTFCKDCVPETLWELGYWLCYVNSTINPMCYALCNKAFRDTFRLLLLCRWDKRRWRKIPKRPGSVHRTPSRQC
# TAAR1 agonist = human TAAR1 agonists, primary screen, Fluo-8 calcium fluorescence, CHO RD-HGA16 cells; Trace amine-associated receptor 1 (Homo sapiens), Q96RJ0; vehicle wells 0%, saturating PEA agonist 100%; activation, % at 3 µM; 0.99% of 360,000 active;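 active = activation above the mean activation of all test compounds in the run plus 3 SD, cut at about 38% in these data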
# Target sequence (Q96RJ0 whole entry, looked up): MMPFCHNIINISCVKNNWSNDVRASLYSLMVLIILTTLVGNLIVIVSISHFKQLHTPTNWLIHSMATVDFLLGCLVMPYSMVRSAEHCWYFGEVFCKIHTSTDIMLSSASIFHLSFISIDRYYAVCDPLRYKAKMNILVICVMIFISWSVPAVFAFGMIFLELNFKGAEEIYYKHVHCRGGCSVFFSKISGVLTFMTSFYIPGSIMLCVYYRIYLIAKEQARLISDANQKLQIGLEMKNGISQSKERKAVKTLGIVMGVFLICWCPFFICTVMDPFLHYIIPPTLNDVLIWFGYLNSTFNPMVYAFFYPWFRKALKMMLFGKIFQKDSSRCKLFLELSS
#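 Assay system – CHO-derived RD-HGA16 cells with stable Gα16 and human TAAR1 · Compound dosing – one-point dosing at 3 µM (nominal) · Incubation – 17-24 h seeding, 75 min 37 °C dye, 30 min RT · Measured by – kinetic Fluo-8 calcium fluorescence · Control set – DMSO vehicle as 0%, PEA at EC100 as 100% · Repeats – single well for each compound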
# CHRM1 agonist = human M1 muscarinic receptor agonists, primary screen, Fluo-8 calcium fluorescence, CHO-K1 cells, HTS | activation, % at 3 µM | Muscarinic acetylcholine receptor M1 (Homo sapiens), P11229 | CHO-K1 hM1, agonist mode; 0% DMSO, 100% acetylcholine EC100 | 0.33% of 360,000 active | AID 588814, 2011;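 active = activation above the run's mean compound activation plus 3 SD, cut at about 16% in these data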;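 also: peak over basal fluorescence ratio within a 140 s kinetic read after compound addition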
# CHO parental Ca = ATP-evoked calcium signal inhibitors, parental CHO, primary screen, counter-screen for OX1R antagonist project, cell-based, fluorescence, Fluo-8 calcium dye; inhibition, % at 5.6 µM; parental CHO-K1, ATP-induced calcium, Fluo-8 fluorescence; 0.63% of 330,000 active;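 active = inhibition above that plate's mean sample inhibition plus 3 SD, cut at about 26% in these data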;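 also: 0% = ATP-challenged DMSO wells and 100% = DMSO wells without ATP; some compounds past the cut are filed as inactive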
#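 Material – parental CHO cells · Reagent – ATP stimulus · Compound – single nominal dose of 5.6 µM per compound · Detection – Fluo-8 fluorescence · Read-out basis – percent inhibition of calcium signal · Controls – ATP-challenged DMSO wells low, unchallenged DMSO wells high · Repeats – no replicates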
# M1 PAM parental = nonselective calcium activators in parental CHO-K1 cells, primary screen, counter-screen for M1 PAM project, cell-based, Fluo-8 calcium fluorescence, full deck, 1536-well. AID 602247, 2012. 0.02% of 360,000 active. ATP EC20; 0% at ATP EC20, 100% at ATP max. activation, % at 3 µM;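 active = activation above the run cutoff, the mean activation of all test compounds plus 3 SD, cut at about 40% in these data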;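 also: peak over basal fluorescence ratio in a 140 s read after ATP addition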
# M1 ag parental = counter-screen for M1 agonists: effect in parental CHO-K1 cells | Fluo-8 calcium fluorescence; scaled to maximal ATP response, vehicle zero | 0.48% of 360,000 active | activation, % at 3 µM | AID 602248, 2012; in the data active = activation above about 15%;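 also: untransfected CHO-K1 host cells lacking M1 receptor as counterscreen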
# CHO-K1 Ca antag = counter-screen for M1 antagonists: effect in parental CHO-K1 cells; inhibition, % at 3 µM; 0.6% of 360,000 active; AID 602250; ATP-induced calcium, Fluo-8 fluorescence;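 active = inhibition above a per-plate cutoff, the plate's mean sample inhibition plus 3 SD, cut at about 24% in these data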;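 also: 0% = DMSO plus EC80 ATP and 100% = DMSO alone without ATP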
# M1 antag = human M1 muscarinic receptor antagonists, primary screen, CHO-K1 cells, Fluo-8 calcium fluorescence, 1536-well. 1.3% of 360,000 active. Muscarinic acetylcholine receptor M1 (Homo sapiens), P11229. CHO-K1 hM1, ACh EC80 antagonist. inhibition, % at 3 µM. AID 588852, 2011;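 active = percent inhibition above its own plate's cutoff, namely the mean of that plate's compound wells plus 3 SD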;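 also: peak over basal fluorescence ratio during 140 s after agonist addition; 0% = ACh EC80 plus DMSO and 100% = DMSO alone without agonist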
# TAAR1 antag = human TAAR1 antagonists, primary screen, Fluo-8 calcium fluorescence, CHO RD-HGA16 cells. Trace amine-associated receptor 1 (Homo sapiens), Q96RJ0. 1.5% of 360,000 active. inhibition, % at 3 µM. antagonist;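 active = inhibition above a per-plate cutoff, the mean inhibition of test compounds on that plate plus 3 SD, cut at about 49% in these data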;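 also: 0% = DMSO plus EC80 beta-PEA response and 100% = DMSO alone without agonist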
#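 System: CHO RD-HGA16 cells bearing hTAAR1. Reagent: EC80 β-phenethylamine stimulus. Schedule: seeding 17-24 h prior, 75-min 37 °C, 30-min RT dye loading. Signal: Fluo-8 intracellular calcium dye fluorescence, real-time kinetic reads. Read-out: % inhibition from peak post-agonist over basal fluorescence ratio. Benchmarks: vehicle wells and EC80 agonist wells. Replicates: n of 1.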
# * marks the source's active call; other numbers are inactive results; x = not tested or not shown.
SMILES,CHRM1 PAM,TAAR1 agonist,CHRM1 agonist,CHO parental Ca,M1 PAM parental,M1 ag parental,CHO-K1 Ca antag,M1 antag,TAAR1 antag
COc1ccc(/C=N/Nc2nnc(Cc3ccc(OC)c(OC)c3)c(=O)[nH]2)cc1OC,3,5,-5,-26,9,-0.2,-4,-4,-11
OCC1OC(O)CC(O)C1O (stereo unspecified),5,2,1,x,-3,0.2,4,-14,-7
CCc1ccc(C(=O)Nc2cc3c(cc2Cl)OCCCO3)cc1,6,6,-3,-10,22,0.1,-5,-5,-16
CN1N=C(c2ccc(Cl)cc2)CC(c2ccc(Cl)cc2)C1=O (stereo unspecified),0,17,-10,-19,-12,0.3,7,0,-3
CCSc1nnc(NC(=O)c2ccco2)s1,6,15,-4,6,21,0.2,-15,-14,-4
COc1ccc(C(=O)C[n+]2cccc3cc(OC)ccc32)cc1,-7,1,-8,3,1,1.4,-13,4,18
Cc1nnc(NC(=O)c2cc(S(=O)(=O)N3CCCCC3)ccc2Cl)s1,4,2,-2,6,9,0.1,-2,-3,-7
CC1CCCCC12NC(=O)N(CC(=O)Nc1ccc3[nH]c(=O)[nH]c3c1)C2=O (stereo unspecified),0,1,-2,3,-8,0.2,8,-3,-14
Cc1cc(=O)oc2cc3c(cc12)OCCO3,7,4,-3,-7,4,0.1,5,-11,-6
C=Cc1ccc(Cn2c(=O)n(CCCOC)c(=O)c3sccc32)cc1,10,4,15,-24,-4,3.0,0,-13,-7
CC(C)(C)C(=O)NC1(C(F)(F)F)N=C2SCCN2C1=O (stereo unspecified),12,10,0,-3,18,0.0,2,-12,6
COc1ccc2c(c1)CC[C@@H]1[C@@H]2CC[C@]2(C)[C@@H](C(C)=O)C[C@@H]12,-10,18,-5,-14,-16,-0.1,-11,10,-5
O=C(CC(=O)Nc1ccc(F)cc1)Nc1ccc(F)cc1,3,0,-3,0,7,1.5,-4,-4,9
CC(C)(C)NC(=O)C(c1ccccc1)N(C(=O)c1csnn1)C1CC1 (stereo unspecified),6,-1,-2,-28,8,0.2,-14,3,7
CCOc1ccc2c(c1)C(C)=CC(C)(C)N2S(=O)(=O)c1ccc(C)cc1,-13,7,-11,x,-11,-0.2,7,6,14

# Another view of part of the listing above:
COc1ccc(C(=O)C[n+]2cccc3cc(OC)ccc32)cc1
  CHRM1 PAM = -7	TAAR1 agonist = 1	CHRM1 agonist = -8	CHO parental Ca = 3	M1 PAM parental = 1	M1 ag parental = 1.4	CHO-K1 Ca antag = -13	M1 antag = 4	TAAR1 antag = 18
CC(C)(C)NC(=O)C(c1ccccc1)N(C(=O)c1csnn1)C1CC1 (stereo unspecified)
  CHRM1 PAM = 6	TAAR1 agonist = -1	CHRM1 agonist = -2	CHO parental Ca = -28	M1 PAM parental = 8	M1 ag parental = 0.2	CHO-K1 Ca antag = -14	M1 antag = 3	TAAR1 antag = 7
OCC1OC(O)CC(O)C1O (stereo unspecified)
  CHRM1 PAM = 5	TAAR1 agonist = 2	CHRM1 agonist = 1	CHO parental Ca = x	M1 PAM parental = -3	M1 ag parental = 0.2	CHO-K1 Ca antag = 4	M1 antag = -14	TAAR1 antag = -7

# Next results:
SMILES,CHRM1 PAM,TAAR1 agonist,CHRM1 agonist,CHO parental Ca,M1 PAM parental,M1 ag parental,CHO-K1 Ca antag,M1 antag,TAAR1 antag
COC(=O)c1cc(OC)c(OC)cc1NC(=O)c1c(-c2ccccc2Cl)noc1C,6,11,-4,-24,12,0.1,-8,-3,16
COc1ccc(CN2C(=O)COc3ccccc3C2c2nc3ccccc3[nH]2)cc1 (stereo unspecified),x,3,x,x,7,-0.3,-10,x,-7
O=C1CC(c2ccc3c(c2)OCO3)c2cc3c(cc2N1)OCCO3 (stereo unspecified),1,4,-2,-2,6,1.0,-2,1,5
COC(=O)C1=C(CSc2nc3ccccc3o2)NC(=O)NC1c1cc(C)ccc1C (stereo unspecified),8,7,-2,-49,10,0.1,-8,-7,7
NS(=O)(=O)c1ccc(NC(=O)CN2CCCc3ccccc32)cc1,-2,4,-6,-5,-14,-0.1,-2,-3,-8
Cc1cc(Oc2ccc(N)cn2)cc(C)c1Cl,7,1,-7,16,-21,0.0,7,-4,-36
CCCc1cc(=O)oc2cc(OCC(=O)NCCc3c[nH]c4ccccc34)ccc12,-1,8,-3,0,4,1.4,6,1,46
COc1ccc(C2CC(=O)c3cnc(N)nc3C2)c(OC)c1 (stereo unspecified),12,3,0,x,14,0.6,-5,-14,-3
O=C(Nc1ccc(S(=O)(=O)N2CCOCC2)cc1)c1cc(S(=O)(=O)N2CCOCC2)ccc1Cl,-5,3,-6,6,16,1.6,-8,-9,-11
COCCNC(=O)c1cnn2c(C(F)(F)F)cc(-c3ccc4c(c3)OCO4)nc12,2,1,-3,2,-6,-0.1,4,6,1
COc1ccc(C(=O)NC(=S)NCc2ccccc2)cc1OC,10,3,-8,-6,10,-0.2,0,-4,-6
COc1ccc([C@@H]2[C@@H]3C(=O)N(C(C)(C)C)C(=O)[C@@H]3[C@]3(CC(C)C)C(=O)N(c4cccc(Br)c4)C(=O)N23)cc1,13,8,-1,-38,1,-0.1,-16,-10,-9
COc1ccc(-c2oc3cc(OC(C)=O)cc(OC(C)=O)c3c(=O)c2OC)cc1,6,0,-2,x,16,0.0,-8,-8,1
COC(=O)CCC(NS(=O)(=O)OCC(Cl)(Cl)Cl)c1ccccc1 (stereo unspecified),-2,19,-5,-14,2,0.1,-7,2,3
Cn1nnnc1SCc1ccc(F)cc1,7,16,-5,-7,5,0.3,2,-4,0
COc1ccc(C(=O)CN(C(=O)c2ccc(Cl)cc2)N2C(=O)C3CCCCC3C2=O)cc1 (stereo unspecified),7,12,-3,-19,20,3.2,-7,-5,19
Cc1ccc(NC(=S)N2CCC(NC(=O)c3ccc(F)cc3)CC2)cc1C,2,1,-4,-15,0,-0.5,-7,-6,-20
CC1CC(C)CN(CCCNC(=O)c2csc3c2CCCCC3)C1 (stereo unspecified),-3,3,-6,-14,1,0.9,-8,1,-23
CCc1nc2ccccc2c(NC(=O)CN2CC(C)CC(C)C2)c1C (stereo unspecified),5,4,-11,-37,11,1.1,5,-4,-2
O=C(C1=C[C@H](C2CCCCC2)C[C@H](OCc2ccc(CO)cc2)O1)N1CCN(Cc2ccc3c(c2)OCO3)CC1,5,x,-5,-31,2,-0.1,-15,0,x
O=C(NCCN1CCN(C(=O)c2cccc([N+](=O)[O-])c2)CC1)C(=O)NCc1ccc(Cl)cc1,2,-1,-3,-25,0,0.3,4,0,-6
CCC(C)(O)c1[nH]c2ccc(C(F)(F)F)cc2c1C (stereo unspecified),2,6,-4,-15,4,0.4,6,-1,9
CCOc1ccc(C(=O)Nc2c3c(nn2-c2ccc(C)cc2)CS(=O)C3)cc1OCC (stereo unspecified),9,4,-1,-8,16,1.2,-1,-13,-27
COc1ccccc1NC(=O)c1cc(C)oc1C,-1,-1,-3,10,-12,2.8,-6,15,-24
C=CCOCC(O)Cn1c(N2CCCC2)nc2c1c(=O)[nH]c(=O)n2C (stereo unspecified),20,2,1,-5,1,0.0,2,-10,-6
COc1ccc2nc(SC(C)C(=O)NC3CCCCC3)[nH]c2c1 (stereo unspecified),5,2,-4,x,-2,0.1,-6,-3,-16
Cc1ccc(C#N)c(SCCN2CCCCC2)n1,-4,0,-11,x,11,-0.2,-6,8,-17
O=C(COC(=O)c1ccc(O)cc1O)Nc1cc(-c2ccccc2)nn1-c1ccccc1,6,12,0,9,10,0.6,16,-3,72*
O=c1nc(-c2ccccc2)c(-c2ccccc2)n[nH]1,14,1,-1,x,8,0.2,-9,-18,-8
Cc1csc(SCC(=O)Nc2nc(-c3ccccc3)cs2)n1,-3,7,-5,11,15,2.4,-3,-16,16
C[C@H]1CN([C@@H](C)CO)C(=O)CCCn2nncc2CO[C@H]1CN(C)S(=O)(=O)c1ccc(-n2cccn2)cc1,5,4,-10,x,23,0.1,-11,-11,-6
CCC1(C(=O)c2ccccc2)C(c2cccc([N+](=O)[O-])c2)C1(C(=O)OC)C(=O)OC (stereo unspecified),-9,9,-2,-36,16,1.8,-5,11,34
C/C(=N\OCC(=O)Nn1c(=O)[nH]c2ccccc2c1=O)c1cccs1,1,15,-2,-2,0,0.2,4,-2,1
CC12CCC(C(=O)Nc3nc4ccc(Br)cc4s3)(OC1=O)C2(C)C (stereo unspecified),6,4,-7,-23,17,0.3,0,-2,-8
Cc1c(C(=O)c2ccccc2)oc2ccc3ccccc3c12,12,2,-3,-32,20,1.3,-5,-18,-65
CCCCCn1c(=O)[nH]c2cc(C(=O)NCCN3CCC(C)CC3)ccc2c1=O,4,x,-11,10,-7,0.9,2,-7,x
O=C(CSc1nnc2c(n1)[nH]c1ccccc12)Nc1ccc2c(c1)OCO2,4,16,-12,8,19,2.1,-25,-3,-12
CCn1c(O)c(N=NC(=O)C2C(=O)NCC2c2ccccc2)c2ccccc21 (stereo unspecified),6,1,-8,-8,13,1.0,1,-14,-6
CC1(C(=O)NS(=O)(=O)c2cccc(Cl)c2)CCN1C(=O)c1cccc2ccccc12 (stereo unspecified),9,1,-2,x,-3,0.0,-4,-13,-22
CCN(CC)S(=O)(=O)c1ccc(-c2nnc(SCC(=O)Nc3cc(OC)cc(OC)c3)o2)cc1,2,16,-3,-2,-8,0.0,16,-1,28
CCCCC(=O)Nc1c2c(nn1-c1cccc(C)c1C)CS(=O)(=O)C2,10,5,-3,-7,-6,0.2,-15,-11,-18
Cc1coc2cc3oc(=O)c(CC(=O)N4C[C@H]5C[C@@H](C4)c4cccc(=O)n4C5)c(C)c3cc12,6,1,-3,-14,7,0.3,-9,-14,-14
CN1CCN(c2ccc(CNC(=O)C3(C)Cc4c(-c5ccc6c(c5)OCO6)ccnc4O3)cc2)CC1 (stereo unspecified),-12,5,-10,x,-9,0.5,5,11,-3
COc1cccc(CNc2nc(NCc3ccccc3)nc3ccsc23)c1,-28,49*,15,x,-16,29*,21,46*,96*
Cc1cccc(Nc2nc(N)c([N+](=O)[O-])c(NCc3ccco3)n2)c1,1,8,-1,-31,-1,-0.2,-3,3,-14
CC1(C)CC(=O)C2=C(C1)N(c1cccc(O)c1)C1=C(C2)C(=O)CC(C)(C)C1,9,7,-3,-12,10,0.4,-8,-9,-2

# With a hit mark in M1 antag (from the list above):
compound	CHRM1 PAM	CHRM1 agonist	M1 antag
COc1cccc(CNc2nc(NCc3ccccc3)nc3ccsc23)c1	-28	15	46*

# Compound activity as filed in PubChem.
